# procasp7 counter: counter-screen for procaspase-3 activators: activators of human procaspase-7. P55210. recombinant procaspase-7, Ac-DEVD-pNA absorbance 405 nm; D23A/D198A/D206A triple mutant, cannot self-cleave; scale: DMSO 0, 5 µM enzyme 100. activation, % at 8.5 µM. actives 0.093% (n = 330,000);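 active = percent activation above the screen-wide mean plus 3 SD, cut at about 25% in these data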
#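 signal = Epi-absorbance of released pNA at 405 nm, two timepoints | assay system = Uncleavable procaspase-7 mutant enzyme | reagent = Ac-DEVD-pNA substrate, 400 µM as added | times = 1 h enzyme–compound preincubation and 2 h substrate reaction, both 25 °C | benchmarks = low DMSO alone, high DMSO plus 5 µM PC-7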
# CTSL1 counter: counter-screen for PFM18AAP inhibitors: inhibitors of F. hepatica cathepsin L1. recombinant F. hepatica cathepsin L1, Z-Leu-Arg-MCA fluorescence. inhibition, % at 5.96 µM. actives 0.49% (n = 300,000). AID 1906;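 active = inhibition above the mean of all tested compounds plus 3 SD, set per screening campaign, cut at about 17% in these data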;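 note: 0% = plate median of test compound wells and 100% = 1 µM Z-Phe-Ala-diazomethylketone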
# core dimer inh: HCV core protein dimerization inhibition; actives 0.33% (n = 300,000); TR-FRET GST/Flag-core106 dimerization, 1536-well; AID 1899; inhibition, % at 5 µM;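 active = inhibition above the mean of all tested compounds plus 3 SD, set per screening campaign, cut at about 45% in these data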
#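 Material: GST/Flag-tagged HCV core106 proteins. Incubation: 4 h, 22.5 °C incubation. Read-out basis: inhibition (%) from 671 over 617 nm ratio. Measured by: TR-FRET, excitation 340 nm, emission 617 and 671 nm.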
# GASC-1 inh: inhibitors of human GASC-1 (JMJD2C) demethylase. Q9H3R0. GST-JMJD2C(1-420) H3K9me3 demethylation, DELFIA europium. inhibition, % at 2.35 µM. actives 0.069% (n = 330,000). AID 2099;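 active = more than half of a compound's replicate wells show inhibition beyond 50%, single wells judged on their own value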;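 note: signal counts dimethyl H3K9 product captured on neutravidin plate; 0% = median of DMSO wells and 100% = 0.3 times that DMSO median; strong numbers were not always called active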
# VLA-4 inh: inhibition in a human VLA-4 binding assay; VLA-4 expressing cells, ligand binding flow cytometry; inhibition, % (about 7 µM as worked out from the volumes in the protocol); actives 0.2% (n = 330,000); AID 2557; in the data active = inhibition above about 50%
# Target sequence (P13612 whole entry, looked up): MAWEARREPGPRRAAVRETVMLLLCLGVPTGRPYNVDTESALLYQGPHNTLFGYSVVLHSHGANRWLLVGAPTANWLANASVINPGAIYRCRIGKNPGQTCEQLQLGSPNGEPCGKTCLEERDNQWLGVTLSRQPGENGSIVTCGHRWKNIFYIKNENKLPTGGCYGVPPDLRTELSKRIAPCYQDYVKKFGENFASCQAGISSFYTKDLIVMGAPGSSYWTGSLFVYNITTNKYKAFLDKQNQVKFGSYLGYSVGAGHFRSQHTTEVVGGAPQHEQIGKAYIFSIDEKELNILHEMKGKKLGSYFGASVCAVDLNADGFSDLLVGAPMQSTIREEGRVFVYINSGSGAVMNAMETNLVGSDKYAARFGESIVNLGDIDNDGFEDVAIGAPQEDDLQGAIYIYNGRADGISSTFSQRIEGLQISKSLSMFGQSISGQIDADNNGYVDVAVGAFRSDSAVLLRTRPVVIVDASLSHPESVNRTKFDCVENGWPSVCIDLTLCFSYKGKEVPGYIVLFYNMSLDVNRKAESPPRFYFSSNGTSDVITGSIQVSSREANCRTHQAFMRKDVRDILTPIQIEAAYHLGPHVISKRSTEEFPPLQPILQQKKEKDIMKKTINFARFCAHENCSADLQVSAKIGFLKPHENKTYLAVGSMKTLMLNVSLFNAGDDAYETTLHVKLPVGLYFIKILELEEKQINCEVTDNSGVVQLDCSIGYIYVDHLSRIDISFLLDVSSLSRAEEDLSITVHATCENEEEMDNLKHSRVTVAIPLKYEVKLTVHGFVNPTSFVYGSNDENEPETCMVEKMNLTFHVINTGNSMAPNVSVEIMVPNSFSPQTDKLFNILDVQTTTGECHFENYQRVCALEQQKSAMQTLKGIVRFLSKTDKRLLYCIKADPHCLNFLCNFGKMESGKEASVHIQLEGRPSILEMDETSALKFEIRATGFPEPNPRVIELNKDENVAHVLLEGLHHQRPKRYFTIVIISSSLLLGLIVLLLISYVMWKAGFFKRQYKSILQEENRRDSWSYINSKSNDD
# GRK2 inh: human GRK2 inhibition via aptamer displacement | actives 0.59% (n = 330,000) | bead flow cytometry, FAM-aptamer displacement from GRK2 | P25098 | inhibition of aptamer binding, % at 10 µM;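 active = inhibition of aptamer binding above 40%, roughly 3 SD of noise, on plates passing a quality check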;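 note: median bead fluorescence of bound FAM aptamer so fluorescent compounds give negative values; no value below 0 was filed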
# PP5 inh: PP5 (human) phosphatase inhibition. actives 0.18% (n = 320,000). P53041. inhibition, % at 6.7 µM. AID 1987. purified PP5c, OMFP substrate fluorescence;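 active = inhibition above the campaign's mean inhibition across all tested compounds plus 3 SD, cut at about 9.5% in these data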;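 note: 0% = DMSO only and 100% = 100 µM cantharidin control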
# procasp3 activ: procaspase-3 (human) activation | actives 0.11% (n = 330,000) | activation, % at 8.5 µM | recombinant procaspase-3 D3A, Ac-DEVD-pNA absorbance 405 nm | AID 463141 | P42574;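 active = activation above the mean of all tested compounds plus 3 SD, cut at about 21% in these data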;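 note: 0% = DMSO alone and 100% = DMSO wells spiked with extra 5 µM PC-3 D3A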
#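 material = Procaspase-3 D3A mutant | probe or stimulus = Ac-DEVD-pNA | compound = single dose, 8.5 µM nominal compound, 0.8% DMSO | timing = 1 h preincubation, 2 h reaction | measured by = 405 nm absorbance of p-nitroaniline, reads at 0 and 120 min | benchmarks = DMSO-only low control, 5 µM PC-3 D3A high control | repeats = singlicate, each compound tested once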
# PP1 inh: blocks human PP1-alpha phosphatase, a PP5 counter-screen; inhibition, % at 6.7 µM; actives 0.9% (n = 320,000); AID 2235; purified PP1alpha, OMFP fluorescence;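 active = inhibition above the mean inhibition of all tested compounds plus 3 SD, computed separately for each screening campaign, cut at about 15% in these data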
# Active calls of the source: *; . = not tested or not shown.
SMILES,procasp7 counter,CTSL1 counter,core dimer inh,GASC-1 inh,VLA-4 inh,GRK2 inh,PP5 inh,procasp3 activ,PP1 inh
N/C(=N\OC(=O)Cc1ccc(-c2ccccc2)cc1)c1cccnc1,1,-1,0,1,2,0,3.0,-1,-1
Cc1ccc(-c2nnc(-c3ccncc3)n2-c2ccc(C)cc2)cc1,0,1,-1,-5,-4,1,0.1,2,-1
O=c1c2ccccc2n2c(-c3ccc(C(F)(F)F)cc3)nnc2n1Cc1ccccc1,3,-1,11,5,-8,0,2.7,5,-3
O=C(OCC(=O)N(C1CCCCC1)C1CCCCC1)c1cnccn1,4,-5,3,10,12,0,-1.3,14,-8
O=C(CNC(=O)c1cccc(F)c1)OCc1cc(=O)n2cc(Br)ccc2n1,6,17*,0,1,-9,3,-4.5,2,0
COc1cccc(CC(NC(C)=O)C(=O)NC2CCN(C(=O)C3CC3)CC2)c1OC (stereo not given),-3,-3,0,8,-18,1,-4.0,7,-1
O=C1C=C(c2cc3ccccc3s2)CCC1,-4,2,-19,1,20,1,-1.8,8,1
Cc1ccc(CNC(=O)COC(=O)[C@@H]2CC(O)CN2S(=O)(=O)c2ccc3c(c2)OCCO3)cc1 (stereo not given in full),8,-5,2,-12,-8,0,-0.3,5,0
Cn1cccc1/C=C(/C#N)C(N)=S,-26,-8,-13,0,-3,0,3.1,-5,1
CCCCC(=O)N1C/C=C\C(c2ccc(OC)cc2)N(Cc2ccc(F)cc2)C(=O)C1 (stereo not given),-6,-1,2,-2,-8,6,0.4,4,-1
CN(C[C@H](Cc1ccccc1)N(C[C@H](Cc1ccccc1)N(CCC(C)(C)C)N=O)N=O)N=O,0,5,10,-9,.,.,4.9,-2,12
O=C(NCC(c1cccs1)N1CCOCC1)c1ccco1 (stereo not given),-2,3,-5,-2,17,0,2.1,-3,-2
COc1c(F)c(F)c(C(=O)Nc2ccc(NC(=O)c3ccco3)cc2)c(F)c1F,9,1,11,28,-3,0,0.7,-6,8
Brc1ccc2[nH]c3c(N4CCc5ccccc5C4)ncnc3c2c1,-15,0,14,5,4,0,4.5,-8,3
COCCNc1nc(N)c([N+](=O)[O-])c(NC2CCCCC2)n1,6,1,6,-4,0,0,-1.4,5,7
Cc1ccc(NC2=C(Cl)C(=O)OC2OC(=O)c2ccco2)cc1 (stereo not given),-22,81*,11,-3,6,0,1.7,-11,-3
CCCOc1ccc2oc(=O)c3c(c2c1)CCCN3C(=O)CN1CCc2ccccc2C1,10,3,16,-2,0,2,2.6,1,7
CC(=O)N1CCN(C(=S)c2ccc(N(C)C)cc2)CC1,-5,0,-6,0,1,4,-2.9,0,-4
C[C@H]1CN([C@@H](C)CO)C(=O)c2cccc(NC(=O)C3CC3)c2O[C@H]1CN(C)Cc1ccc(C(F)(F)F)cc1,-1,.,.,2,-9,0,.,2,.
CC(C)C(=O)Nc1cc2c(cc1C(=O)c1ccccc1)OCCO2,11,2,-6,0,4,1,0.7,0,0
O=C(NCCCN1CCOCC1)c1cc2c([nH]c3ccccc32)c(-c2cccc(Br)c2)n1,3,1,3,50,15,0,3.3,15,4
O=C(COc1ccccc1Cl)Nc1ccc(N2CCN(C(=O)c3ccccc3)CC2)cc1,-3,4,15,0,12,0,2.2,-3,1
CCOC(=O)N1CCC(NC(=O)CCS(=O)(=O)c2ccc3c(c2)CCN3C(C)=O)CC1,5,1,-9,-1,5,4,-0.6,2,-4
COc1ccc(C(CNC(=O)c2ccc(NS(=O)(=O)c3cccc([N+](=O)[O-])c3)cc2)N2CCOCC2)cc1 (stereo not given),4,-3,7,-5,10,2,4.5,2,-5
CCOc1ccc(-c2cc(CCCC(=O)N3CCN(c4ccc(OC)cc4)CC3)no2)cc1,-8,3,16,47,8,0,-0.4,6,2
COCCN(C(=O)CSc1n[nH]c(-c2ccccc2)n1)c1c(N)n(CC(C)C)c(=O)[nH]c1=O,7,2,-2,-27,6,2,2.7,7,0
O=C(O)c1ccc(COc2ccccc2/C=C2\NC(=O)N(Cc3ccccc3)C2=O)cc1,-1,1,1,8,-3,0,3.1,4,2
O=C(c1cc(-c2ccncc2)nc2ccc(Br)cc12)N1CCN(c2ccccn2)CC1,10,-5,12,7,1,93*,1.3,-2,3
CCOc1cccc2sc(NC(=O)c3ccc(Br)s3)nc12,0,3,0,-2,-20,2,2.7,2,10
O=C1CN(C(=O)CNC(=O)c2ccccc2Cl)c2ccccc2N1,0,-7,0,2,12,1,-0.2,-3,-5
NC(=O)C1CCN(C(=O)CCC(=O)c2ccc(Br)cc2)CC1,7,-1,1,-34,1,0,-1.7,5,3
Cc1cccc(NC(=O)c2c(-c3ccccc3)noc2C)n1,-7,2,-8,-11,4,0,-3.0,1,0
O=C1CCCC2=C1C(c1ccccc1O)C1=C(CCCC1=O)O2,-8,-3,1,-2,-6,0,-0.1,1,2
COc1ccc(OCCC(=O)OCC(=O)NCc2ccc(F)cc2)cc1,3,-10,-1,11,11,0,2.2,14,-4
O=C(Oc1ccc(OC(=O)N2CCCCC2)cc1)N1CCCCC1,11,9,2,11,7,1,1.9,-1,-2
C=CCn1c(-c2cccs2)nc2ccccc21,16,-1,7,-12,9,0,4.8,0,-2
O=C(CSc1nnc(-c2cccc(S(=O)(=O)N3CCCC3)c2)n1-c1ccccc1)Nc1cccc(C(=O)O)c1,-17,-5,3,-3,-6,5,2.1,12,-4
CC1CCN(C(=O)CN(C2CCCCC2)S(C)(=O)=O)CC1,-5,2,2,-4,8,0,-1.3,1,-3
CNc1nc(SC)nc(N2CCOCC2)n1,-6,-3,2,-18,0,0,1.2,1,-5
CC(CN1CCOCC1)OC(=O)C(C)(c1ccccc1)c1ccccc1 (stereo not given),0,-2,8,-14,5,1,6.4,-2,-4
COc1ccc(C(C)(C)C)cc1NC(=O)COC(=O)c1cc(SC)ccc1Cl,-1,9,1,-7,1,0,2.4,5,3
CSc1nc(=NC(C)=O)ss1,-14,-3,-3,39,0,4,1.0,-11,0
Cn1c(NCc2ccco2)nc2c1c(=O)n(Cc1ccc(Cl)cc1)c(=O)n2C,2,-1,13,-3,-6,22,2.4,6,-6
C=CCc1c(C)nc(-c2ccccc2)nc1N/N=C(\C)c1ccc(N)cc1,6,-1,-3,-4,6,0,2.5,5,2
O=c1[nH]c(NCCO)nnc1Cc1ccccc1,-3,-9,-2,2,6,0,-2.9,8,0
COc1ccc(/C=N/n2c(-c3ccc(C)cc3)n[nH]c2=S)cc1OC,-25,-1,1,-1,3,3,2.0,-22,-6
O=C1CC(c2ccco2)CC(O)=C1C=NCC1NCCc2ccccc21 (stereo not given),10,0,13,1,4,2,3.8,4,3
Cc1ccc(C2Nc3ccccc3C(=O)N2CCCN2CCOCC2)cc1 (stereo not given),0,-4,-4,17,5,2,2.7,9,-1
O=C(NCc1ccc2[nH]c3c(c2c1)CCCC3)N1CCOCC1,2,3,8,-8,18,0,1.3,-6,-3
O=C(COC(=O)c1cccnc1Cl)NCCC1=CCCCC1,0,9,-10,-6,-2,5,0.6,-3,6

# New compounds follow:
SMILES,procasp7 counter,CTSL1 counter,core dimer inh,GASC-1 inh,VLA-4 inh,GRK2 inh,PP5 inh,procasp3 activ,PP1 inh
COc1cccc(-c2nc(CSCC(=O)N3CCc4ccccc43)c(C)o2)c1,12,-1,5,1,6,5,0.3,8,-4
COC(=O)c1ccc(C(=O)OCc2nc3cc4ccccc4cc3[nH]2)cc1,-3,2,2,-1,-2,2,1.4,-10,3
O=C1C=C(O)c2c(O)cccc2C1=O,-7,1,-9,.,-15,0,0.0,3,2
O=C(NCCc1ccc(Cl)cc1Cl)c1cncc(Br)c1,2,-2,-3,-34,16,1,1.9,0,0
COc1ccc(-c2ccnc(SCC(=O)N3CCOCC3)n2)cc1,1,2,-1,-2,10,1,-1.5,-2,-3
CCOc1cc(/C=N/NC(=O)C(C)Sc2ccccc2)ccc1O (stereo not given),10,3,-1,10,5,0,1.4,4,-3
C[C@H](CO)N1C[C@H](C)[C@@H](CN(C)S(=O)(=O)c2cccs2)Oc2ccc(NC(=O)NC3CCCCC3)cc2C1=O,6,.,.,-4,9,2,.,-6,.
COc1ccc(/C=C2\SC(=O)N(CC(=O)NNC(=O)c3ccccc3O)C2=O)cc1OC,1,0,-7,6,31,0,1.1,5,2
O=[N+]([O-])c1ccccc1/C=N\N1CCN(c2ccccc2)CC1,-1,-2,3,1,0,1,-0.9,9,-5
O=C1CCC2(CC1)NC(=O)N(c1ccccc1)N2,2,-1,-1,-25,15,3,1.2,0,0

# The final five entries of the part above are carried over, then new ones follow:
SMILES,procasp7 counter,CTSL1 counter,core dimer inh,GASC-1 inh,VLA-4 inh,GRK2 inh,PP5 inh,procasp3 activ,PP1 inh
CCOc1cc(/C=N/NC(=O)C(C)Sc2ccccc2)ccc1O (stereo not given),10,3,-1,10,5,0,1.4,4,-3
C[C@H](CO)N1C[C@H](C)[C@@H](CN(C)S(=O)(=O)c2cccs2)Oc2ccc(NC(=O)NC3CCCCC3)cc2C1=O,6,.,.,-4,9,2,.,-6,.
COc1ccc(/C=C2\SC(=O)N(CC(=O)NNC(=O)c3ccccc3O)C2=O)cc1OC,1,0,-7,6,31,0,1.1,5,2
O=[N+]([O-])c1ccccc1/C=N\N1CCN(c2ccccc2)CC1,-1,-2,3,1,0,1,-0.9,9,-5
O=C1CCC2(CC1)NC(=O)N(c1ccccc1)N2,2,-1,-1,-25,15,3,1.2,0,0
O=C(NC1CCCCC1)c1cc2ccccc2cc1O,6,-3,4,5,4,4,-0.4,-3,5
CN=C(Nc1ccccc1)SC1CC(=O)N(c2cccc(OC)c2)C1=O (stereo not given),-12,4,-2,2,3,1,2.3,1,4
Cc1ccc(C)c(N2CN(Cc3ccco3)CNC2=S)c1,-10,-3,2,0,12,0,1.3,-1,-3
CC1CCCN(C(=O)COC(=O)c2cc(-c3cccs3)nn2-c2ccccc2)C1 (stereo not given),3,1,12,-29,8,2,2.6,-2,2
CCc1ccc2[nH]c(=O)c(CN(Cc3ccco3)C(=S)NCC3CCCO3)cc2c1 (stereo not given),7,0,5,-1,5,2,4.2,8,-1
COc1ccc(S(=O)(=O)N(C)C)cc1NC(=O)CN1C(=O)NC2(CCCC2)C1=O,-2,1,-3,-46,-2,2,-1.8,-2,-5
CC(c1ccccc1)N(C)C(=O)CSc1nnc(C2CC2)n1C1CC1 (stereo not given),-3,.,.,5,-13,2,0.3,-1,2
CCC(CC)C(=O)Nc1nnc(S(=O)(=O)Nc2ccc(OC)cc2)s1,10,-3,-8,7,8,1,0.1,-1,-2
CC(C)(CSc1ccccn1)NS(=O)(=O)c1ccc(Cl)cc1,-4,-4,4,3,6,1,0.1,4,-1
COc1cccc(-c2nc3ccc(C(=O)N4CCCC(O)C4)cc3o2)c1 (stereo not given),4,-5,-7,8,-7,3,-0.4,-6,-3

# Screening data deposited in PubChem BioAssay by several laboratories.
